Screens from PubChem BioAssay.
Mot1-301 SUMO: inhibitors of SUMOylation pathway: yeast Mot1-301 growth rescue. S. cerevisiae Mot1-301 growth rescue, ATP luminescence, 38.5C; percent above DMSO median, 100 means doubled. actives 1% (n = 320,000). growth rescue, % at 18.8 µM;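 active = every valid replicate shows activation above 250% relative to neutral control wells; inactive = the rest, any valid replicate at or below 250%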;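 also: OY570 slx delta 5 strain wells were the positive control but not used for scaling; some compounds called inactive have numbers as strong as hits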
OPRM1-OPRD1 ag: OPRM1-OPRD1 heterodimerization agonism; P35372+P41143; cells, luminescence; activation, % at 9.3 µM; actives 0.3% (n = 340,000); AID 504326; in the data active = activation above about 18%;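 also: 0% = vehicle-treated cells and 100% = reference agonist; values of inactives mirror those of a sister screen read the other way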
phage Ecoli inh: E. coli growth loss with phage present; actives 0.26% (n = 360,000); growth absorbance; inhibition, % at 11.9 µM; in the data active = inhibition above about 11%
OPRM1-OPRD1 inv: inverse agonist of human OPRM1-OPRD1 heterodimerization. P35372+P41143. cell-based MOR-DOR heterodimer luminescence, inverse agonism. inhibition, % at 9.3 µM. actives 0.21% (n = 340,000); in the data active = inhibition above about 22%, passing the limit was not always enough;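 also: 0% = cells with DMSO and 100% = wells without cells with DMSO; values of inactives mirror those of a sister screen read the other way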
PKA-R1A act: activates the PKA-R1A holoenzyme complex. actives 0.083% (n = 340,000). PKA-R1A dissociation, Cy5-IP20 fluorescence polarization; scaled: DMSO 0%, 113 µM cGMP 100%. P00514+P68181. activation, % at 11.4 µM;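 active = percent activation above the mean of all tested compounds plus 3 SD, cut at about 19% in these data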;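 also: higher means more PKAc released from R1A so a rise in polarization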
AddAB inh: less growth of phage-infected E. coli with AddAB; actives 0.29% (n = 330,000); AID 435030; inhibition, % at 11.9 µM; E. coli expressing H. pylori AddAB, absorbance growth; in the data active = inhibition above about 12%;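 also: 0% = vehicle wells of infected cells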
PfHsp90 set2: growth inhibition of yeast expressing Plasmodium Hsp90 | actives 0.32% (n = 310,000) | S. cerevisiae expressing PfHsp90, BacTiter-Glo ATP, 48 h; yeast lacking PDR1 and PDR3 efflux regulators | AID 504621 | inhibition, % at 9.4 µM;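 active = every replicate shows inhibition above about 80%, whatever the replicate mean, limit read from the data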;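 also: 0% = DMSO neutral controls and 100% = 20 µM radicicol positive controls; yeast relying on Plasmodium falciparum Hsp90 in place of its own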
Ecoli viability: bacterial growth inhibition, counter-screen for AddAB inhibitors | inhibition, % at 11.9 µM | actives 0.27% (n = 330,000) | E. coli V3065 growth, OD600 absorbance, 18 h;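 active = inhibition above the campaign's mean inhibition across all tested compounds plus 3 SD, cut at about 9.9% in these data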;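 also: uninfected addAB+ strain grown without phage in ampicillin broth; 0% = DMSO wells and 100% = ciprofloxacin 0.95 µg/ml wells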
PKA-R2B act: activators of human PKA-R2B complex; actives 0.079% (n = 340,000); PKA-R2B holoenzyme dissociation, Cy5-IP20 fluorescence polarization; R2B truncated from residue 108, S112A mutant; 0% DMSO only, 100% 113 µM cGMP; activation, % at 11.4 µM; P22694+P31323;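 active = activation above a cutoff set at the mean over all compounds plus 3 SD, cut at about 18% in these data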;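 also: higher means more holoenzyme dissociation and a rise in polarization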
Target sequence (P31323 whole entry, looked up, other chains not shown, the tested form may be a part): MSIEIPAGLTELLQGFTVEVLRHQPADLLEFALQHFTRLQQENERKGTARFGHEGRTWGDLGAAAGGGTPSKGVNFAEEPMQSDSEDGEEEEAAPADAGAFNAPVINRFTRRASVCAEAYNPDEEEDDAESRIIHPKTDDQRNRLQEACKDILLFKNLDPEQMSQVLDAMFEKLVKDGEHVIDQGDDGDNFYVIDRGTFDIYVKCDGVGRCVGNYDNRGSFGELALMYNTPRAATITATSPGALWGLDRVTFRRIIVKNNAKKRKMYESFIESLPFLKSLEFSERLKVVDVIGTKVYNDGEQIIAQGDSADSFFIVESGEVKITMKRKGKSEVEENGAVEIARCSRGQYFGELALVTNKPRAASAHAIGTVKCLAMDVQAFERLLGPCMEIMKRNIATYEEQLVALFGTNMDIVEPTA
Tat transport: E. coli Tat transport inhibition. E. coli MC4100 TorA-mCherry Tat export, fluorescence. inhibition, % at 10 µM. actives 0.036% (n = 340,000);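 active = mean replicate inhibition at least 50% and at least half of replicates individually reaching 50%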;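 also: exported cargo escapes ClpAP degradation while cytoplasmic cargo is degraded and loses fluorescence; 0% = median of neutral control wells and 100% = median of NaSCN control wells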
HTR5A inv ctr: HTR5A inverse agonism, opioid heterodimer counter-screen; actives 0.083% (n = 340,000); HTR5A cell line, luminescence; inhibition, % at 9.3 µM; AID 504634; P47898; in the data active = inhibition mostly above about 23%, no sharp cut-off; inactive = mostly below about 18%;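 also: 0% = cells with DMSO and 100% = no-cell wells with DMSO; some compounds called inactive have numbers as strong as hits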
Target sequence (P47898 whole entry, looked up): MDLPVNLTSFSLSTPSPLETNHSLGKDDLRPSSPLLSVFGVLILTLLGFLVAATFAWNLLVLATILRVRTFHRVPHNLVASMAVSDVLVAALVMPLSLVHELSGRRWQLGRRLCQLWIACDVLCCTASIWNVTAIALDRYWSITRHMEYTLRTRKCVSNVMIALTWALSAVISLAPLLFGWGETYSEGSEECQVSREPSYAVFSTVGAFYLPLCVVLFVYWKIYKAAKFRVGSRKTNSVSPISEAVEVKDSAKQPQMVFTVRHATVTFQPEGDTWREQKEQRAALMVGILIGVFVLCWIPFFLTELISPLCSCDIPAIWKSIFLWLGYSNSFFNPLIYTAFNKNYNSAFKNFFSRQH
Starred values were filed as active, the others as inactive; nt = no result given.

The line under a structure holds: Mot1-301 SUMO	OPRM1-OPRD1 ag	phage Ecoli inh	OPRM1-OPRD1 inv	PKA-R1A act	AddAB inh	PfHsp90 set2	Ecoli viability	PKA-R2B act	Tat transport	HTR5A inv ctr
> Cc1cc2cc(C)c3nnc(SCC(=O)N4CCN(C(=O)c5ccco5)CC4)n3c2cc1C
    8.6	-0.8	3.3	4.8	-2.0	1.1	-6.4	-0.1	3.0	-2.9	-4.5
> O=C(CN1CCCCCC1)Nc1ccccc1OC(F)F
    57.8	6.1	3.8	-43.0	-1.6	4.7	2.0	1.1	7.5	-26.4	-18.4
> Cc1ccc(N=C2CCCCCN2C)c(C#N)c1
    -14.7	-3.5	4.1	18.0	1.3	0.8	62.5	-1.6	6.8	2.6	12.5
> C=C(C)CSc1nc2ncc(Cl)cc2[nH]1
    20.7	-2.8	5.6	12.3	-15.5	6.7	14.4	0.2	-0.5	-1.4	-9.5
> O=C(c1ccc(Br)cc1)c1cn[nH]c1-c1ccccc1O
    11.5	0.6	0.2	-3.1	14.2	0.2	1.4	-1.3	4.1	-4.4	-2.9
> CCC(Sc1nncn1C)C(=O)Nc1cc(C)on1 (stereo not given)
    33.2	-4.3	3.1	20.9	7.9	2.0	7.7	0.2	-6.5	0.9	-9.8
> O=C1C2C3C=CC(C3)C2C(=O)N1c1ccc(Cc2ccncc2)cc1 (stereo not given)
    4.3	5.9	0.7	-33.4	-8.3	5.8	-11.2	1.0	0.4	-1.9	-35.6
> CCOC(=O)N1CCC(N2Cc3cccc(C(=O)Nc4ccc(CC)cc4)c3C2=O)CC1
    -1.8	-1.8	2.8	10.8	-14.6	-1.4	nt	-1.4	3.8	-3.6	-4.5
> CC1CCCC(C)N1C(=O)C1CCCCC1 (stereo not given)
    13.7	-1.7	3.5	8.6	-4.3	2.2	6.1	2.1	-14.6	-4.5	14.9
> O=C(C1CC1)N1CCc2cc(S(=O)(=O)N3CCN(c4ccccc4)CC3)ccc21
    -20.6	-2.0	1.1	10.0	0.9	-0.1	32.5	0.2	1.6	-5.2	1.9

The line under a structure holds: Mot1-301 SUMO	OPRM1-OPRD1 ag	phage Ecoli inh	OPRM1-OPRD1 inv	PKA-R1A act	AddAB inh	PfHsp90 set2	Ecoli viability	PKA-R2B act	Tat transport	HTR5A inv ctr
> CC12CCC(=O)C=C1CCC1C2CCC2(C)C1CC1C3C(=O)N(Cc4ccccc4)C(=O)C3CC(=O)C12 (stereo not given)
    nt	-1.3	1.5	6.9	-6.6	nt	-6.3	nt	2.6	3.5	-7.3
> C=C(Cl)COC(=O)[C@H]1C2C=CC(C2)C1C(=O)O (stereo not given in full)
    -0.4	1.8	3.0	-10.8	5.4	-0.2	-7.2	-1.0	-8.1	8.1	2.1
> Cc1nn(C)c(C)c1N=Cc1c(O)ccc2ccccc12
    0.2	0.4	2.8	-2.1	-2.3	0.4	-12.1	-0.8	-7.2	-4.9	-15.2
> CCOc1c(Cl)cc(/C=C/C(=O)N(CC)CC(=O)Nc2ccc(NC(C)=O)cc2)cc1OC
    137.5	0.4	2.3	-2.1	4.6	2.5	-19.7	0.0	-3.0	4.4	6.4
> CC(C)c1ccc(/C=N/n2c(COc3ccccc3)n[nH]c2=S)cc1
    20.7	4.7	1.2	-21.8	8.0	-0.8	-20.9	0.8	-11.4	1.8	14.8
> O=C(c1ccc(F)cc1)N(Cc1cccs1)C1CCS(=O)(=O)C1 (stereo not given)
    -1.8	-2.5	2.5	13.6	-10.4	5.2	1.8	0.2	-10.1	-2.9	4.7
> CCC(=O)Nc1ccc(C(=O)NNC(=O)C(c2ccccc2)c2ccccc2)cc1
    -11.2	-0.5	-0.6	2.7	-10.4	2.7	11.6	-3.4	-5.0	-4.3	6.8
> O=C(Cc1ccccc1)N1CCCC(c2nc(-c3cccs3)no2)C1 (stereo not given)
    9.5	-1.8	1.8	9.7	4.4	-0.4	19.9	0.2	-0.6	-1.8	-10.8
> NC(=O)CC(NC(=O)c1ccccc1)c1ccc(NCCc2ccc(F)cc2)c([N+](=O)[O-])c1 (stereo not given)
    12.0	-1.1	0.6	6.4	-6.8	2.8	7.5	1.2	2.2	-2.9	14.7
> Cc1ccc(C(C(=O)NC(C)(C)C)N(CC2CCCO2)C(=O)c2csnn2)cc1 (stereo not given)
    -11.7	0.1	0.9	-0.9	0.6	1.3	24.3	-2.4	5.5	-9.1	12.5

In the list so far, two contain a thiophene ring, fused or not:
The line under a structure holds: Mot1-301 SUMO	OPRM1-OPRD1 ag	phage Ecoli inh	OPRM1-OPRD1 inv	PKA-R1A act	AddAB inh	PfHsp90 set2	Ecoli viability	PKA-R2B act	Tat transport	HTR5A inv ctr
> O=C(c1ccc(F)cc1)N(Cc1cccs1)C1CCS(=O)(=O)C1 (stereo not given)
    -1.8	-2.5	2.5	13.6	-10.4	5.2	1.8	0.2	-10.1	-2.9	4.7
> O=C(Cc1ccccc1)N1CCCC(c2nc(-c3cccs3)no2)C1 (stereo not given)
    9.5	-1.8	1.8	9.7	4.4	-0.4	19.9	0.2	-0.6	-1.8	-10.8

Additional compounds follow.
The line under a structure holds: Mot1-301 SUMO	OPRM1-OPRD1 ag	phage Ecoli inh	OPRM1-OPRD1 inv	PKA-R1A act	AddAB inh	PfHsp90 set2	Ecoli viability	PKA-R2B act	Tat transport	HTR5A inv ctr
> S=C(Nc1ccccc1)Nc1cc(Cl)ccc1Oc1ccccc1
    -2.5	-0.1	2.9	0.6	-2.5	-0.6	5.4	-0.4	-20.3	1.5	12.9
> CCC(C)NC(=O)Cn1nc(C(F)(F)F)c2c1CCC2 (stereo not given)
    8.9	1.0	0.2	-5.3	11.3	-1.3	37.6	-0.3	3.8	-7.3	-8.1
> CCOc1ccccc1NC(=O)c1ccc2c(=O)n3c(nc2c1)CCCCC3
    -10.4	-0.6	0.6	2.8	2.7	0.8	-17.4	-1.3	-4.7	4.3	-1.0
> Cc1cc(C)nc(NC(=O)c2c(-c3ccccc3Cl)noc2C)c1
    14.4	-1.8	2.4	10.6	6.5	0.5	9.9	-0.3	8.9	1.2	3.2
> CC/C(=N/Nc1ccccc1Cl)c1cnnc(-c2ccccc2)n1
    -10.1	-0.9	0.9	4.8	-7.0	5.0	-43.1	-2.9	0.8	0.1	-0.3
> O=C(c1ccc(-c2cccc(C(F)(F)F)c2)o1)N1CCCC(C(F)(F)F)C1 (stereo not given)
    -17.7	5.9	1.0	-32.6	-8.1	-1.0	16.5	2.2	-4.3	30.6	-28.7
> COc1cccc2sc3ccc(NCCC4CCCN4C)cc3c(=O)c12 (stereo not given)
    -6.9	-2.0	3.0	11.7	-6.6	1.6	-8.3	-2.6	-1.8	1.7	10.7
> CCc1nn(CC(=O)NCCCN(CC)Cc2ccccc2)c(=O)c2cc3sccc3n12
    0.0	1.9	0.3	-11.9	-13.0	0.5	-8.0	0.1	-7.5	-3.2	11.4
> O=C1c2ccccc2NC(c2cccc(F)c2)N1Cc1ccco1 (stereo not given)
    -14.2	-1.8	0.4	10.2	4.8	1.8	6.3	-0.2	-9.9	-4.1	-16.3
> O=C(CSc1nc2ccccc2[nH]1)N=Nc1c(O)[nH]c2ccccc12
    21.7	-1.0	3.1	5.0	-9.1	1.4	-4.3	0.4	-5.1	-8.9	3.6

The line under a structure holds: Mot1-301 SUMO	OPRM1-OPRD1 ag	phage Ecoli inh	OPRM1-OPRD1 inv	PKA-R1A act	AddAB inh	PfHsp90 set2	Ecoli viability	PKA-R2B act	Tat transport	HTR5A inv ctr
> Cn1cnnc1SCC(=O)NN1C(=O)NC(C)(c2ccccc2)C1=O (stereo not given)
    4.5	-2.3	-1.6	12.5	-3.5	4.2	-20.3	-0.1	5.7	0.1	-9.4
> C/C(=N\NC(=O)CC1N=C(Cc2ccccc2)NNC1=O)c1ccc(Cl)cc1Cl (stereo not given)
    142.5	-0.4	1.1	2.0	-4.1	2.0	11.0	1.7	0.1	-3.3	1.4
> Cc1nc2nc(-c3ccco3)[nH]n2c(=O)c1C
    6.1	-1.1	3.0	5.7	-0.8	1.4	7.3	4.0	1.4	-2.4	-26.8
> Cc1cccc(NC(=O)NNC(=O)c2ccc3ccccc3c2O)c1
    -11.0	-2.1	10.6	10.9	5.1	nt	2.1	nt	-9.8	-5.9	-14.7
> COc1ccc(NC(=S)NCCSc2ccc(Cl)cc2)c(OC)c1
    206.1	7.1	2.0	-35.4	-1.1	1.6	-17.8	1.9	9.1	-4.7	-28.1
> CCn1c2ccccc2c2nnc(SCC(=O)NC(CC(C)C)C(=O)OC)nc21 (stereo not given)
    12.0	-4.2	1.9	21.6	-1.0	-0.7	nt	-1.0	-3.4	-2.3	2.5
> Cc1cc[n+](Cc2ccccc2)c(N)c1
    69.7	-1.0	0.5	5.6	-2.8	3.9	-15.4	3.0	3.6	-3.5	-13.2
> O=S(=O)(c1ccc(Br)s1)N1CCCCC1
    -11.8	0.1	1.1	-0.9	-8.8	-0.8	1.1	0.2	-6.0	-1.6	9.6
> Cc1cc(C)n(-c2cc(C(C)(C)C)nc3c(-c4ccccc4)cnn23)n1
    -4.4	8.3	-1.3	-41.5	-7.7	1.3	-58.2	1.0	-10.7	13.1	-28.4
> O=C(OCCOc1ccc(Br)cc1)c1ccc(Cl)nc1
    44.8	12.7	4.0	-65.0	-1.2	5.9	-1.3	3.0	1.1	4.9	-12.6

The line under a structure holds: Mot1-301 SUMO	OPRM1-OPRD1 ag	phage Ecoli inh	OPRM1-OPRD1 inv	PKA-R1A act	AddAB inh	PfHsp90 set2	Ecoli viability	PKA-R2B act	Tat transport	HTR5A inv ctr
> CCC1(c2ccc(F)cc2)NC(=O)N(CC(=O)Nc2ccc(C)c(S(=O)(=O)N3CCOCC3)c2)C1=O (stereo not given)
    nt	-1.4	-3.5	6.7	6.8	1.4	nt	-3.0	1.6	7.3	16.1
> Cc1cc(-c2ccccc2)nc(N(C)NC(=O)c2c(F)cccc2F)c1S(C)(=O)=O
    1.5	-1.8	0.6	9.0	-5.5	2.4	nt	1.0	6.5	2.2	7.2
> CCC(NC(=O)COc1cc2c(c3oc(=O)c(C)c(C)c13)CCC(C)(C)O2)C(=O)O (stereo not given)
    -8.3	-1.0	1.2	5.1	-3.1	-0.2	6.8	0.3	-8.4	10.4	6.4
> Cc1c(C(=O)NCC(c2ccco2)N2CCCC2)oc2ccc(Cl)cc12 (stereo not given)
    13.4	2.8	1.3	-13.9	-7.8	2.4	8.7	-0.9	-7.4	0.7	-7.2
